High-throughput results from PubChem BioAssay.
AMA1-RON2 inh: qHTS for Inhibitors of AMA1-RON; Towards Development of Antimalarial Drug Lead: Primary Screen; AlphaScreen AMA1-biotinylated RON2 peptide binding; AID 720542, 2013; Potency, µM (doses to about 58.2 µM), inactives show at the highest dose activity change, negative = inhibition, hits mostly inhibitors; Plasmodium falciparum AMA1 (3D7) - RON2 peptide interaction; 0.2% of 360,000 active; active = well fitted inhibition curve with a large enough effect; inconclusive = small, poorly fitted or top-dose-only effect; inactive = no such curve, though single readings can be large or run the other way;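 note: potency is the fitted concentration of half-maximal effect; 0% = vehicle wells and -100% = peptide control; nearly all actives have a fitted effect of over 45% in size; some results filed as inactive show a strong effect at the top dose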
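AMA1 (3D7) with his tag at 25 nM final met compounds first, then biotinylated RON2 peptide at 25 nM; detection used donor plus acceptor beads, 10 µg/mL apiece, read by AlphaScreen after 30 min at room temperature.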
HCMV inh: qHTS Assay for inhibitors of the human cytomegalovirus (HCMV); HFF cells, HCMV-luciferase reporter, 72 h; stronger effect = lower value; activity change, negative = inhibition, % at 57.5 µM; 4.5% of 410,000 active; AID 1259415, 2018; in the data active = activity change below about -60%; inconclusive = no clear call, values can overlap the other calls; inactive = above about -39%
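Steps: HFFs plated, 16 h 37C; compounds added; HCMV-luciferase added to MOI 1 PFU/cell; 72 h 37C; OneGlo reagent, 5 min room temperature; luminescence read, normalized to controls.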
Starred values were filed as active, the others as inactive; ? = inconclusive; [ ] = remark or other dose. Unless noted, % is set by controls: 0 for no effect and ±100 for the full control effect. An excerpt. The share of hits here may be higher or lower than overall.

compound	AMA1-RON2 inh	HCMV inh
COc1ccc(CN2CCC2(C)C(=O)Nc2cccc(NS(C)(=O)=O)c2)c2ccccc12 (stereo not given)	-22%	-3
COc1ccc(OC)c(CN2C(=O)CCC2(C)c2nnnn2-c2c(C)cccc2C)c1 (stereo not given)	-12%	-14
CCCNC(=O)C1(C)CCCN(CC(=O)c2ccccc2OC)C1 (stereo not given)	10%	21
CC(C)CCC1(CCO)C(=O)N=C(N)NC1=O (stereo not given)	22%	-16
CC(C)(C)NCCC(O)c1cc(C(F)(F)F)nc2c(C(F)(F)F)cccc12 (stereo not given)	-1%	?
CC1(C)SC2C(NC(=O)C3(N)CCCCC3)C(=O)N2C1C(=O)O (stereo not given)	119%[activator]	-4
NC(=NCCc1ccccc1)NC(=O)c1cc(Cl)ccc1O	-10%	13
O=C1CCC[C@@H]2C[C@@]3(C[C@@H]4CCN1[C@H]24)Nc1cc(Cl)c(Cl)cc1NC3=NCc1ccccc1	-9%	39
COC(=O)N1CCCC(c2cc(C(=O)Nc3ccccc3Cl)no2)C1 (stereo not given)	4%	26
CCc1nc(N2CCN(S(=O)(=O)c3ccc(Br)cc3)CC2)c2c(C)c(C)sc2n1	6%	-4

The final 6 entries of the section above are carried over, then new ones follow:
compound	AMA1-RON2 inh	HCMV inh
CC(C)(C)NCCC(O)c1cc(C(F)(F)F)nc2c(C(F)(F)F)cccc12 (stereo not given)	-1%	?
CC1(C)SC2C(NC(=O)C3(N)CCCCC3)C(=O)N2C1C(=O)O (stereo not given)	119%[activator]	-4
NC(=NCCc1ccccc1)NC(=O)c1cc(Cl)ccc1O	-10%	13
O=C1CCC[C@@H]2C[C@@]3(C[C@@H]4CCN1[C@H]24)Nc1cc(Cl)c(Cl)cc1NC3=NCc1ccccc1	-9%	39
COC(=O)N1CCCC(c2cc(C(=O)Nc3ccccc3Cl)no2)C1 (stereo not given)	4%	26
CCc1nc(N2CCN(S(=O)(=O)c3ccc(Br)cc3)CC2)c2c(C)c(C)sc2n1	6%	-4
Cc1cccc(C)c1-n1nnnc1C(c1ccnc2ccccc12)N(C)Cc1ccccc1 (stereo not given)	-9%	-11
O=c1cc(CN2CCCCCCC2)c2ccccc2o1	-13%	-8
Cn1cc(C[C@H](NC(=O)OC(C)(C)C)C(=O)N[C@H](CO)Cc2ccccc2)c2ccccc21	-2%	13
O=[N+]([O-])c1ccc(N/N=C/C=C/c2ccco2)cc1	-5%	-17
CN1CCN(C(=O)c2ccc(-c3cnc4cccnn34)cc2)CC1	22%	7
O=C(Nc1ccccc1)OC[C@@H]1C=CS(=O)(=O)N1Cc1ccc(Br)cc1	2%	-101*
CC1(C)CC2(OC2c2ccccc2[N+](=O)[O-])C(=O)c2ccccc21 (stereo not given)	-16%	-20
COC(=O)[C@@]1(Sc2ccc(C)cc2)CC(=O)N(c2ccc3c(ccn3C)c2)[C@@H]1c1ccccc1	-25%	-12
CCCc1ccc2c(C(F)(F)F)cc(C(F)(F)F)cc2n1	5%	-6
O=C(O)c1cnnc2ccccc12	-12%	1
CCc1ccc(N2CC(C(=O)Nc3ccccc3N3CCCC3)CC2=O)cc1 (stereo not given)	-2%	16
C[C@H]1CN([C@@H](C)CO)C(=O)c2cc(Br)cnc2O[C@@H]1CN(C)C(=O)C1CCC1	0%	9
Cc1ccc(C(O)c2ncc(-c3cccc(C(F)(F)F)c3)[nH]2)cc1F (stereo not given)	-2%	-16
COCCCN1C(=O)C(CC(=O)NCCCCc2ccccc2)CC(C(=O)N2CCOCC2)=C1C (stereo not given)	17%	-9
C[C@@H]1C(=O)O[C@H]2[C@H](O)[C@]34[C@@H]5OC(=O)[C@]3(OC3OC(=O)[C@H](O)C34[C@H](C(C)(C)C)[C@@H]5O)[C@@]12O (stereo not given in full)	12%	-26
CC1(C)OC(=O)C2=C(CC(c3ccccc3)OC2CCc2ccccc2)O1 (stereo not given)	19%	-12
CSCCNC(=O)C1(C)CCN1C(=O)c1cc(C)n(C)n1 (stereo not given)	-1%	6
CCC(=O)N1CCc2cc(Br)c(S(=O)(=O)NCCN3CCCCC3CC)cc21 (stereo not given)	12%	-9
CC(C)CCN1C(=O)c2ccccc2C1c1nnnn1Cc1ccccc1 (stereo not given)	2%	-10
Cc1ccc(C(=O)NCc2ccc3c(c2)OCO3)c(Cl)c1	21%	18
COc1ccc(-c2nc3cc(C)c(Br)c(C)n3c2Cc2ccsc2)cc1OC	3%	-3
COc1cccc(-c2cnc3c(NC(C)=O)cc(-c4cccc(C(=O)NCCN(C)C)c4)cn23)c1	-30%	-33
CC1=C(C(=O)N(C)C)CC(CC(=O)NCCCCc2ccccc2)C(=O)N1Cc1ccc(F)cc1 (stereo not given)	4%	7
COc1ccccc1Cc1c(-c2ccccc2)nc2c(C)cc(Br)cn12	0%	28
CCOC(=O)C1=CCN(S(=O)(=O)c2ccc(Br)cc2)C1c1ccc(C)cc1 (stereo not given)	6%	-23
Clc1cccc(-c2ccc3nccn3c2)c1Cl	1%	-39
CCCCC(=O)N(C)c1c(CC)nc2c(OCc3ccccc3C)cccn12	0%	17
CS(=O)(=O)/C(C#N)=C/c1cccn1S(=O)(=O)c1ccc([N+](=O)[O-])cc1	-18%	30
CCOc1cc(-c2ccccc2)nc2c1CN(S(=O)(=O)c1ccc(C)cc1)C(c1cccc(Cl)c1)C2 (stereo not given)	0%	-39
Cc1ccccc1OCC(=O)OCC(=O)NC1CCCC(C)C1C (stereo not given)	16%	?
Nc1[nH]c(C(=O)c2ccccc2)c(-c2ccc(F)cc2)c1C(=O)NCc1ccccc1	8%	-1
CN(C)CCNc1ncnc2c1ncn2[C@H]1CN(Cc2ccncc2)C[C@@H](CO)O1	10%	-1
Cc1ccccc1S(=O)(=O)N(C)C[C@@H]1OCc2cnnn2CCCC(=O)N([C@H](C)CO)C[C@@H]1C	12%	24
C[C@@H]1CN([C@@H](C)CO)S(=O)(=O)c2ccc(Br)cc2O[C@@H]1CN(C)C(=O)c1ccncc1	14%	-4
Cc1cc(Br)cc2c1N(C)C(=O)C2(c1ccc(O)cc1)c1ccc(O)cc1	-6%	14
CC1(C(=O)NS(=O)(=O)c2ccc(C#N)cc2)CCN1C(=O)C1(c2ccccc2)CC1 (stereo not given)	-5%	-16
COc1ccc(-c2sc3cc(OC)ccc3c2-c2ccc(OCCN3CCCCC3)cc2)cc1	?	-12
CCOC(=O)[C@]12CCC=C1N(Cc1ccccc1)C(=O)[C@H](CC(=O)NCc1cccc3ccccc13)C2	-10%	-3
CCOC(=O)N1C2c3ccccc3C(c3ccccc32)N1C(=O)OCC	-4%	-24
CCCc1c(C(=O)N/N=C/c2ccc(OCc3ccccc3)cc2)nnn1-c1nonc1N	-7%	-9
CCOC(=O)[C@]12CCCC=C1N(Cc1ccc3c(c1)OCO3)C(=O)[C@H](CC(=O)NCc1cccc3ccccc13)C2	-1%	10
CC(C(=O)NC1CCCC1)n1c(-c2ccccn2)nc2ccccc21 (stereo not given)	34%[activator]	-12
COc1cccc(C(=O)Nc2cc(S(=O)(=O)N3CCOCC3)ccc2N2CCOCC2)c1	0%	12
CC1CCCCN1CCCNC(=O)c1ccc2c(c1)NC(=O)CN2C (stereo not given)	6%	5
Cc1ccc(NC(=O)C2CCCC2)c(Br)c1	6%	-7
O=C1C=C(NS(=O)(=O)c2ccccc2)C(=O)c2ccccc21	-7%	-11
CCCCNC(=O)C1(C)CCCCN1C(=O)c1ccc(F)cc1Cl (stereo not given)	3%	-23
CC1C(=O)N(Cc2cn(Cc3ccco3)nn2)CCS(=O)(=O)N1Cc1ccc(-c2ccc(F)nc2)cc1 (stereo not given)	12%	-21
COc1ccc2cc(C(c3nnnn3C3CCCCC3)N3CCCCCC3)c3nnnn3c2c1 (stereo not given)	29%	2
COC(=O)C1=C(c2cccc(OC)c2OC)C[C@@H]2CC[C@H]1N2C(=O)NCCO	0%	-3

Following part:
compound	AMA1-RON2 inh	HCMV inh
Oc1ccc(Cl)cc1CNC1CCCCC1	22%	21
COc1cc(F)ccc1-c1cc(C(=O)NCc2cccc(Cl)c2)[nH]n1	6%	19
COc1ccc(NC(=O)CCNC(=O)C2CCN(S(=O)(=O)c3ccccc3)CC2)cc1OC	4%	11
CCc1nc2ccc(C(=O)N(CC)CCN(C)C)cn2c1N(C)Cc1cccs1	14%	11
CSc1cnnc2ccccc12	-6%	1
Cc1ccccc1S(=O)(=O)NC(=O)C1(C)CCN1C(=O)c1c(C)noc1C (stereo not given)	4%	-18
Nc1sccc1C(=O)NCc1ccccc1	49%[activator]	-30
COC(=O)C1=C(c2cc3ccccc3o2)C[C@@H]2CC[C@H]1N2C(=O)NC1CCCCC1	3%	-12
OC(CCN1CC2CCC(CC2)C1)(Cc1ccccc1)c1ccco1 (stereo not given)	-10%	-15
CCN(CCO)c1ccc(Nc2cc(-c3ccc(-c4ccccc4)cc3)ncn2)cc1	?	-8
CCCC#Cc1cnc2c(c1)C(=O)N([C@H](C)CO)C[C@@H](C)[C@H](CN(C)S(=O)(=O)c1cccc(OC)c1)O2	3%	-5
Cc1c(NS(=O)(=O)c2cc(C(=O)OCC(=O)c3ccccc3F)ccc2Cl)c(=O)n(-c2ccccc2)n1C	-12%	-32
CC1C(c2ccc3c(c2)OCO3)c2cc3c(cc2OC1N1CCOCC1)OCO3 (stereo not given)	?	51
OC[C@@H]1CN(Cc2cccs2)C[C@H](n2cnc3c(Nc4ccccc4)ncnc32)O1	-2%	-28
C/C(=N/NC(=O)c1nnn(-c2nonc2N)c1CSc1ccc(Cl)cc1)c1ccncc1	4%	-11
CC(=O)N/C(=C/c1ccc2c(c1)OCO2)C(=O)NC(Cc1ccccc1)C(=O)O (stereo not given)	-25%	-8
OC[C@@H]1CN(Cc2ccc(Cl)cc2)C[C@H](n2cnc3c(N4CCOCC4)ncnc32)O1	-9%	?
CCCCCCn1cc(CN2CC(N3CCN(C4CCN(C)CC4)CC3)CS2(=O)=O)nn1 (stereo not given)	-7%	-36
CC(=O)Nc1cccc(-c2cc(NC=O)c3ncc(-c4ccc(C(C)=O)cc4)n3c2)c1	21%	134
CCCCOCCCNC(=O)C[C@@H]1C[C@@]2(C(=O)OCC)CCC=C2N(Cc2ccc(Cl)cc2Cl)C1=O	6%	-6
O=C(NCc1cccc(C(F)(F)F)c1)c1ccc2nc([C@H]3C[C@H](O)[C@@H](CO)O3)[nH]c2c1	-2%	-3
CCOC(=O)[C@]12CCC=C1N(Cc1ccccc1)C(=O)[C@H](CC(=O)NCCCCc1ccccc1)C2	-8%	8
Cc1nc2c(OCc3ccc(Cl)cc3Cl)cccn2c1N(C)CC1CC1	-7%	-22
CC(O)(c1ccc(F)c(F)c1)c1nc(-c2ccncc2)cs1 (stereo not given)	11%	-31
COc1ccc(CNC(=O)COC(=O)CN2C(=O)C3CCCCC3C2=O)cc1 (stereo not given)	-1%	3
N#CC(C#N)=Cc1c[nH]c(=O)c(C#N)c1Nc1ccccc1	1%	-2
C[C@H](CO)N1C[C@H](C)[C@H](CN(C)C(=O)c2ccccc2)Oc2cc(Br)ccc2S1(=O)=O	-3%	-20
O=C(NC1CCCC1)C(C1CC1)n1c(-c2ccnc3ccccc23)nc2ccccc21 (stereo not given)	10%	15
c1ccc(NN(Cc2cnccn2)c2ccccc2)cc1	2%	-24
Cn1c2ccccc2c2nnc(N/N=C/c3ccc(O)cc3)nc21	-7%	-3
CC[C@@H]1Cc2[nH][nH]c(=O)c2[C@H](CC(C)C)O1	4%	4
CN(CC(=O)Nc1cccc(F)c1)CC(=O)Nc1cccc(S(=O)(=O)N(C)c2ccccc2)c1	-8%	67
CC1(C(=O)NCc2ccccc2)Cc2c(-c3ccccc3)ccnc2O1 (stereo not given)	0%	-26
CCCCNC(=O)C[C@@H]1C[C@@]2(C(=O)OCC)CCCC=C2N(Cc2ccco2)C1=O	3%	?
COC(=O)[C@@]12C[C@@H](CC(=O)NCc3cccc4ccccc34)C(=O)N(Cc3ccco3)C1=CCC(C)(C)C2	-24%	30
OCCNc1ncnc2c1ncn2[C@H]1CN(C2CCCC2)C[C@@H](CO)O1	21%	-9
CC(=O)Nc1cc(-c2ccc(C(=O)N3CCOCC3)cc2)cn2c(-c3ccc(S(C)(=O)=O)cc3)cnc12	38%[activator]	17
O=C(Nc1nnc([C@@H]2C[C@H](O)[C@@H](CO)O2)s1)c1cccc(Cl)c1	20%	0
Cc1ccc([C@H]2C[C@H](O)[C@@H](n3cc(C4CC4)nn3)CN2C(=O)c2cccs2)cc1	0%	-3
O=C1CSc2ccc(C(=O)N3CCCCC3)cc2N1	0%	-68*
O=[N+]([O-])c1ccc(-c2cn3ccccc3n2)cc1	1%	-65*
